TDP1 cell noCPT = qHTS for Inhibitors of human tyrosyl-DNA phosphodiesterase 1 (TDP1): qHTS in cells in absence of CPT. DT40 Tdp1-/- hTDP1 cells, no CPT, ATP luminescence, 48 h. Potency, µM (doses to about 46.2 µM), for the others: at the top dose activity change, negative = growth inhibition, actives largely listed as inhibitors. actives 15% (n = 420,000); also: nearly all actives have a fitted effect of over 55% in size
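Chicken DT40 Tdp1-/- cells complemented with human TDP1, screened without camptothecin (DMSO vehicle only), 400 cells/well. Compounds pin-transferred, cells incubated at 37 °C for at least 48 hr. Growth read as ATP-dependent luminescence (CellTiter-Glo, 30 min at RT).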
TDP1 cell CPT = qHTS for Inhibitors of human tyrosyl-DNA phosphodiesterase 1 (TDP1): qHTS in cells in presence of CPT; actives 12% (n = 420,000); chicken DT40 Tdp1-/-;hTDP1 cells + 20 nM CPT, ATP luminescence, 48 h; Potency, µM (doses to about 46.2 µM), for inactives: at the top dose activity change, negative = growth inhibition, most hits filed as inhibitors; also: nearly all actives have a fitted effect of over 55% in size
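Chicken DT40 Tdp1-/- cells complemented with human TDP1, 400 cells/well, exposed to compounds plus 20 nM camptothecin for at least 48 h at 37 C; viability read as ATP content by CellTiter-Glo luminescence.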
TDP1 inh = qHTS Assay for Inhibitors of Tyrosyl-DNA Phosphodiesterase (TDP1). recombinant TDP1, AlphaScreen DNA substrate cleavage. actives 0.28% (n = 350,000). Potency, µM (series often up to 130 µM), without a hit: top-dose activity change, negative = inhibition, usual class: inhibitors. AID 485290, 2010. Tyrosyl-DNA phosphodiesterase 1 (Homo sapiens), Q9NUW8; also: nearly all actives have a fitted effect of over 40% in size
Target sequence (Q9NUW8 whole entry, looked up): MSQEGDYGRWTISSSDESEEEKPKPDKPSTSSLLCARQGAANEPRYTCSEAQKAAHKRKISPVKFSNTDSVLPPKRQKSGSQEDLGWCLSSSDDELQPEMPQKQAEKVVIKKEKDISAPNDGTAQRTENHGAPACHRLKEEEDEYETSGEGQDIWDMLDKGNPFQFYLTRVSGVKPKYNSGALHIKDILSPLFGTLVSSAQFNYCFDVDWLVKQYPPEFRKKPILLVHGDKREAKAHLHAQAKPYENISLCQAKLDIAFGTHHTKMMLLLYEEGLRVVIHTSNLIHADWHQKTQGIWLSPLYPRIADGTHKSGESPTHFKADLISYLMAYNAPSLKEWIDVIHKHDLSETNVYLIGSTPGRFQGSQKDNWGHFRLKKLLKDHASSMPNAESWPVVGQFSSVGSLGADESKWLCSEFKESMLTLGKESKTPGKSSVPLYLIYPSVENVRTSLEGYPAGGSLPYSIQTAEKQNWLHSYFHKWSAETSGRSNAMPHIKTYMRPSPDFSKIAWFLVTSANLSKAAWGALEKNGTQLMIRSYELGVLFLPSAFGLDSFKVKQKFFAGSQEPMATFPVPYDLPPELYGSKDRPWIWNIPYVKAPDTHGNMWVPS
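AlphaScreen read-out: signal falls as enzyme removes the 3' tyrosine-FITC from a 5'-biotinylated DNA oligo (15 nM, 5 min, RT). Enzyme was E. coli-made recombinant Tdp1 at 1 nM, exposed to compound for 15 min beforehand; beads 10 ug/ml, 10 min.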
Starred values were filed as active, the others as inactive; ? = inconclusive; . = not tested or not shown; & = joins results of further samples; [ ] = remark or other dose. Calls follow the shape of the dose curve; as a rule, active = well fitted curve in the direction sought with a large enough effect; inconclusive = small, poorly fitted or top-dose-only effect, or another doubt; inactive = no such curve, though single readings can be large; an effect the other way counts as inactive or inconclusive. % is scaled to controls: 0 for no effect and ±100 for the full control effect; potency is read from the fitted curve at half-maximal effect. Compounds were not picked by outcome (roughly 18% active in at least one column).

molecule,TDP1 inh,TDP1 cell noCPT,TDP1 cell CPT
CCOC(=O)c1ccc(S(=O)(=O)N2CCNCC2)cc1,4%,1%,-2%
CC1CCC(NC(=O)CSc2nnnn2C)CC1 (configuration not stated),1%,-17%,3%
O=C(CN1CCN(C(=O)c2ccc(-c3nc4ccccc4s3)o2)CC1)Nc1cccc(F)c1,.,-15%,-1%
NS(=O)(=O)c1cccc(NC(=O)CN2CCC(Cc3ccccc3)CC2)c1,2%,-26%,5%
CC1(C)OCC(N)(CO)CO1,.,-18%,0%
NNC(=S)Nc1ccccc1Cl,3%,7.3µM*,?
CCOC(=O)c1ccc(NC(=O)CC2Nc3ccccc3NC2=O)cc1 (configuration not stated),.,?,?
CC(C)(C)c1ccc(OCCC(=O)OCC(=O)NC2CC2)cc1,0%,-26%,-19%
Cc1cc(N2C(=O)C(O)=C(C(=O)c3cc4ccccc4o3)C2c2ccc(OC(C)C)cc2)no1 (configuration not stated),5%,16µM*,?
CC(=O)Cc1nsc(NC(=O)c2ccc(-c3ccc(Cl)c(Cl)c3)o2)n1,3%,-24%,-13%
CN(C)c1ncc2nc(-c3ccc(F)cc3)c(=O)n(Cc3cccs3)c2n1,.,-9%,1%
O=C(NCC1CCCO1)c1cn(Cc2ccccc2Cl)nc1-c1ccccc1 (configuration not stated),-11%,?,-18%
Cc1cccc(CSc2ncc(Cl)c(C(=O)Nc3nc4ccc(F)cc4s3)n2)c1,5%,-27%,-29%
O=C1/C(=C/c2cccs2)SC(=S)N1CCCC(=O)N(CCO)c1ccccc1,-6%,?,?
CCCN1CNc2c(c(=O)[nH]c(=S)n2CCc2ccccc2C)C1,-5%,-24%,-29%
CCOC(=O)c1cc2c(=O)n3ccccc3nc2n(Cc2ccco2)c1=NC(=O)c1ccccc1OCC,1%,18µM*,?
CCc1c(C)sc(NC(=O)Cc2ccccc2C)c1C(=O)N1CCOCC1,2%,-2%,1%
COc1ccc(-c2nnn(CC(=O)c3ccc4c(c3)OCCO4)n2)cc1OC,1%,-17%,-25%
COC(=O)C1=C(CN2CCc3ccccc32)NC(=O)NC1c1cc(C)ccc1C (configuration not stated),11%,?,?
CC(C)CC1NC(=O)c2cc3ccccc3cc2-n2c1nc1ccc(F)cc1c2=O (configuration not stated),.,23µM*,23µM*
COc1cc(/C=C/C(=O)OCC(=O)N2CCN(S(=O)(=O)c3ccc(C)cc3C)CC2)ccc1O,.,?,?
COc1ccc(CCN2CC(C(=O)NCCc3ccccc3C)CCC2=O)cc1 (configuration not stated),2%,-2%,?
CS(=O)(=O)N(CCc1ccccc1)CC(=O)NCc1ccccc1,0%,-10%,-8%
CCOc1ccc(NC(=O)C2CCCN(S(=O)(=O)c3cnc[nH]3)C2)cc1 (configuration not stated),.,-26%,-15%
CC(C)COc1ccc(-c2nn(-c3ccccc3)cc2C(=O)Nc2nccs2)cc1,8%,?,?
CN(C(=O)COC(=O)COc1ccc2ccccc2c1)c1c(N)n(Cc2ccccc2)c(=O)[nH]c1=O,0%,11%,2%
COc1cc(OC)c(NC(=O)CSc2cc(=O)n(C)c3ccc(Cl)cc23)cc1Cl,2%,?,-20%
CCOC(=O)c1ccccc1NC(=O)CSc1ccc(-c2cccnc2)nn1,0%,?,-27%
CC(C)(C)NC(=O)C(=O)NNC(=O)c1ccco1,5%,-21%,1%
CSc1ccccc1NC(=O)CN(C)C(=O)C(C)SCc1nc2sc(C)c(C)c2c(=O)[nH]1 (configuration not stated),.,?,-21%
COc1cccc(C(=O)NCC(=O)N/N=C/c2cccnc2)c1,0%,21%,-1%
O=C(Cn1cc([N+](=O)[O-])ccc1=O)NCc1ccc(Cl)cc1Cl,2%,-1%,-2%
COc1cc(SC)ccc1C(=O)Nc1nc(C)cc(C)n1,.,-21%,-20%
CN(Cc1ccccc1)C(=O)c1cccc(NC(=O)Cc2ccc(NC(=O)C3CCN(C(=O)CCc4ccccc4)CC3)cc2)c1,.,16µM*,?
Cc1ccc(C2(c3noc(CN(C)Cc4cccnc4)n3)CCCC2)cc1,1%,?,?
Cc1cc(C(=O)N/N=C(\CCC(=O)O)c2cccs2)c2ccccc2n1,0%,-3%,-25%
CC(=O)Nc1ccc(NS(=O)(=O)c2ccc3[nH]c(=O)[nH]c3c2)cc1,1%,-10%,-12%
COc1ccc2[nH]cc(S(=O)(=O)c3ccc(C(C)C)cc3)c(=O)c2c1,8%,-1%,-2%
CCN(CC)CCN(C)C(c1ccnc2ccccc12)c1nnnn1-c1ccc2c(c1)OCCO2 (configuration not stated),.,18µM*,-32%
COc1ccc(Cl)cc1NC(=O)CN(C)CC(=O)N1CC(=O)Nc2ccccc21,1%,-3%,-26%

A portion of the results above, as a working copy:
molecule,TDP1 inh,TDP1 cell noCPT,TDP1 cell CPT
COc1ccc(CCN2CC(C(=O)NCCc3ccccc3C)CCC2=O)cc1 (configuration not stated),2%,-2%,?
CS(=O)(=O)N(CCc1ccccc1)CC(=O)NCc1ccccc1,0%,-10%,-8%

Other records
molecule,TDP1 inh,TDP1 cell noCPT,TDP1 cell CPT
CC1CCc2c(sc(Nc3nc4c(F)cccc4s3)c2C(N)=O)C1 (configuration not stated),0%,16µM*,?
O=S(=O)(c1cccs1)N1CN(Cc2ccc(F)cc2)c2nc3ccccc3nc21,3%,?,?
O=C(CSc1nc2ccccc2nc1Cc1ccccc1)N1CCN(c2ccccc2)CC1,0%,-6%,-3%
O=C(NCCCOC(=O)c1ccccc1)c1ccccc1,.,-4%,-9%
O=C(OCC(=O)N1CCN(C(=O)c2ccco2)CC1)c1cccc(S(=O)(=O)N2CCc3ccccc32)c1,8%,?,-21%
COC(=O)c1ccc(CNC(=O)c2ccc(S(=O)(=O)N3CCCCCC3)cc2)cc1,-2%,?,-1%
CC1(C)CC(NC(=O)C2CCN(S(=O)(=O)c3ccc(F)cc3)CC2)CC(C)(C)N1,2%,27%,7%
COc1cc(NC(=O)CCN2CCN(CCO)CC2)cc(OC)c1,4%[12.3 µM],-19%&4%,13%&-14%
O=[N+]([O-])c1cc(C(F)(F)F)cc([N+](=O)[O-])c1NCCCNc1ccc([N+](=O)[O-])c2cccnc12,0%,-3%,6%
NS(=O)(=O)c1ccc(NC(=O)COC(=O)C2CC(=O)N(Cc3ccccc3)C2)cc1 (configuration not stated),-11%,-21%,8%
O=C(Cn1c(=O)c2sccc2n(Cc2cccc([N+](=O)[O-])c2)c1=O)NCCc1ccccc1,2%,?,?
COc1ccccc1N1CCN(S(=O)(=O)c2ccc(F)c(C(=O)Nc3ccc(Cl)cc3C(F)(F)F)c2)CC1,3%,21µM*,?
CC1(Oc2ccccc2-c2ccn[nH]2)CCN(Cc2ccc(OC(F)(F)F)cc2)C1 (configuration not stated),.,?,?
CCOc1ccc2c(c1)nc(NCCCO)n2Cc1ccccc1,-1%,-16%,?
O=C(Nc1nnc(C2CC2)s1)C1CCCO1 (configuration not stated),-3%,1%,-1%
CCOc1ccc(Nc2ncnc3c2c(-c2ccccc2)cn3-c2cccc(C)c2)cc1,-3%,-11%,-10%
O=S1(=O)CCN(Cc2cccc(C(F)(F)F)c2)CC1,8%,?,-14%
CCN(CC(=O)NCc1ccccc1Cl)CC(=O)Nc1c(F)cccc1F,0%,-15%,-18%
COc1ccc(S(=O)(=O)n2nc(C)cc2C)cc1OC,.,19%,-2%
COc1ccc(C(=O)CSc2cc(C)nc3nc(C)nn23)cc1OC,4%,-30%,-22%
CCOC(=O)c1c(C)nc2sc(C(=O)Nc3ccc(C(C)=O)cc3)c(N)c2c1-c1ccc(OC)cc1,-3%,?,?
COc1ccc(Cn2cc(CN3CCS(=O)(=O)N(Cc4ccc(-c5cccc(Cl)c5)cc4)C(C)C3=O)nn2)cc1 (configuration not stated),.,26µM*,?
CS(=O)(=O)c1ccccc1NC(=O)COc1ccccc1C(=O)Nc1ccccc1,.,11µM*,11µM*
CC(=O)c1ccc(NC(=O)CCNC(=O)c2ccc(Cl)cc2)cc1,.,-6%,-10%
CCCc1nnc(NC(=O)c2oc3ccccc3c2COCC)s1,-9%,?,-11%
CN1CCN(C(=O)C2C3C=CC(C3)C2C(=O)O)CC1 (configuration not stated),2%,-2%,-2%
CN(Cc1cccc(C(F)(F)F)c1)C(=O)C1CCC(=O)N(CC2CCCCC2)C1 (configuration not stated),3%,16µM*,?
COc1cc(/C=N/NC(=O)c2cc(-c3cccn3C)n[nH]2)cc(OC)c1OC,7%,21µM*,21µM*
CCOC(=O)c1sc(NC(=O)CCCn2nc([N+](=O)[O-])c(Cl)c2C)c(C(=O)OCC)c1C,-3%,?,?
CCc1nc2c(OCCn3cccc3)cccn2c1N(C)C(=O)c1ccccc1F,.,?,?
CCn1nc(C)c(NS(=O)(=O)c2ccc(C)cc2)c1C,0%,?,?
CCCCC1CCC(C(=O)N(CCOC)c2c(N)n(CCCC)c(=O)[nH]c2=O)CC1 (configuration not stated),.,?,?
Cc1cc(C)cc(NC(=S)NCC2CCCO2)c1 (configuration not stated),0%,-22%,-1%
Cc1cc(C)nc(Nc2nc3ccccc3[nH]2)n1,5%,-15%,1%
C=CCSc1nc2c(c(=O)[nH]c(=O)n2C)n1CC,10%,?,?
CC(C)c1ccc(S(=O)(=O)N2CCN(CC(=O)Nc3ccccc3C(F)(F)F)CC2)cc1,0%,?,?
O=C(N/N=C/c1ccncc1)c1ccc(NC(=O)c2cccc(Cl)c2)cc1,5%,?,-15%
CC1Cc2ccccc2N1C(=O)c1cc2sccc2n1Cc1ccc(F)cc1 (configuration not stated),0%,16µM*,?
CS(=O)(=O)Nc1cccc(-c2cncnc2NCc2cccs2)c1,.,-21%,-6%
Nc1c(C(=O)NCc2ccc3c(c2)OCO3)nnn1-c1ccc(OC(F)(F)F)cc1,3%,?,-29%

Shown with each value named: part of the list above.
Cc1cc(C)nc(Nc2nc3ccccc3[nH]2)n1
  TDP1 inh: 5%
  TDP1 cell noCPT: -15%
  TDP1 cell CPT: 1%
C=CCSc1nc2c(c(=O)[nH]c(=O)n2C)n1CC
  TDP1 inh: 10%
  TDP1 cell noCPT: ?
  TDP1 cell CPT: ?
CC(C)c1ccc(S(=O)(=O)N2CCN(CC(=O)Nc3ccccc3C(F)(F)F)CC2)cc1
  TDP1 inh: 0%
  TDP1 cell noCPT: ?
  TDP1 cell CPT: ?

Next entries follow:
molecule,TDP1 inh,TDP1 cell noCPT,TDP1 cell CPT
COc1cccc(Nc2c(F)c(F)c(F)c(F)c2C(=O)O)c1,1%,-4%,-7%
CCOC(=O)c1cc2sc(C)cc2n1CC(=O)Nc1cccc(C)c1C,7%,-29%,-13%
CCOc1cccc2sc(N(CCCN(C)C)C(=O)c3ccc(S(=O)(=O)N(C)c4ccccc4)cc3)nc12,8%,?,?
Cc1occc1C(=O)NC(C)C(C)(C)C (configuration not stated),5%,-14%,3%
NC(=O)c1ccc(Oc2cccc3cccnc23)c([N+](=O)[O-])c1,0%,4%,3%
O=C(COc1ccc(Br)cc1)NCCNC(=O)c1cccnc1,6%,5%,-19%
CCOC(=O)c1ccc(NC(=O)C(CC)Sc2nnc3c4ccccc4n(C)c3n2)cc1 (configuration not stated),0%,18µM*,16µM*
Cc1c(C(=O)c2ccc(Cl)cc2Cl)cnc2cc3c(cc12)OCO3,4%,?,?
O=C(O)C1C2C=CC(C3CC23)C1C(=O)NCCc1ccccc1 (configuration not stated),-1%,-21%,-13%
N#Cc1cnn2c(-c3ccc(Cl)cc3Cl)ccnc12,3%,?,-14%
CN(CC(=O)Nc1cccc(F)c1)C(=O)c1cc([N+](=O)[O-])ccc1N1CCOCC1,1%,-12%,-10%
CCn1ncc([N+](=O)[O-])c1C(=O)Nc1cc(C)on1,0%,?,-18%
CCn1cc(CN2CCC(n3nccc3NC(=O)C3CCCC3)CC2)c(C)n1,1%,2%,7%
O=C(OCc1nnc(-c2ccccc2)o1)c1ccc(Br)o1,7%[0.505 µM],2%,7%

Bioassay records from PubChem.
